Source: PubChem BioAssay (Broad Institute)
AID1053144: Wnt/beta-catenin signaling activators, dose response, cell-based, iPS-derived NPC, luciferase, Wnt3a, cherry-pick (AID 1053144); NPC TCF/LEF luciferase reporter, Wnt3a EC25, 24 h; AC30 in µM for hits, for the others activation, % at the top dose, mostly 26 µM; hit rate 4.8% among 3,400;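 active means fitted curve reaches 30% activation at a concentration no higher than the top valid tested dose, luminescence rising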;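 further: wnt3a stimulus is conditioned medium from Wnt3a-transfected mouse L cells at 5% in well; 0% = neutral control wells and 100% = CHIR-99021 positive control wells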
The depositor's hits bear a star. Some of the compounds tested; rates above refer to the full screens.

SMILES	AID1053144
CCCCn1c(=O)c(C=Nc2cccnc2Cl)c(O)n(CCCCl)c1=O	20%
Cn1c(O)c(Cc2ccc(OCc3ccccc3)cc2)c(=O)n(C)c1=O	7%
CCc1ccc(N2C(=O)NC(=O)/C(=C\c3cccn3CCOc3ccc(C(C)C)cc3)C2=O)cc1	-4%
Cc1cc(C(=O)Nc2ccc3c(c2)OCCO3)nn1C(C)(C)C	7%

3 compounds out of the list, arranged by number of heavy atoms, lowest first.
SMILES	AID1053144
Cc1cc(C(=O)Nc2ccc3c(c2)OCCO3)nn1C(C)(C)C	7%
Cn1c(O)c(Cc2ccc(OCc3ccccc3)cc2)c(=O)n(C)c1=O	7%
CCc1ccc(N2C(=O)NC(=O)/C(=C\c3cccn3CCOc3ccc(C(C)C)cc3)C2=O)cc1	-4%

Some values from above.
`CCCCn1c(=O)c(C=Nc2cccnc2Cl)c(O)n(CCCCl)c1=O` @ AID1053144: 20%
`CCc1ccc(N2C(=O)NC(=O)/C(=C\c3cccn3CCOc3ccc(C(C)C)cc3)C2=O)cc1` @ AID1053144: -4%
